MgcRacGAP inhibition = MgcRacGAP GTPase-activating activity inhibitors, confirmation, biochemical, ADP Hunter fluorescence; MgcRacGAP-stimulated Rac1 GTP hydrolysis, ADP Hunter fluorescence; higher % means a stronger effect; GST-tagged Rac1 F28L mutant substrate; one-dose inhibition, % at 30 µM; IC50 in µM for titrated hits; hit rate 0.6% among 340,000; AID 624330;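 active = first-screen hits whose inhibition reached a set limit at any dose in the follow-up dose series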;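 also: fluorescence reports GDP produced by GAP-driven GTP hydrolysis; strong numbers were not always called active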
RSV CPE inhibition = RSV antiviral activity via CPE protection, HEp-2 cells, primary 10 µM value included (AID 2391); CPE inhibition, % at 10 µM; hits with a dose series show IC50 in µM; HEp-2 cells, RSV-induced CPE inhibition; higher % means a stronger effect; hit rate 0.13% among 310,000; in the data active = a potency from the dose series; also: strong numbers were not always called active
Large T inhibition = SV40 large T antigen inhibitors, biochemical (AID 1903); SV40 large T antigen ATPase/helicase inhibition assay; higher % means a stronger effect; inhibition, % at 20 µM, or IC50 in µM where a hit was titrated; hit rate 0.39% among 310,000; in the data active = a potency from the dose series; also: strong numbers were not always called active
T cell modulator = T cell immune modulators affecting CD8 T cell-vesicle binding; 2C CD8+ T cell-vesicle binding, flow cytometry; stronger effect = lower value; hit rate 0.068% among 330,000; calls only at 7 µM; AID 2052;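 active = response, share of CD8 T cells binding vesicles, and their 90th percentile fluorescence all below set limits, cut at about 80% in these data, passing the limit was not always enough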
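System: murine 2C transgenic CD8+ T lymphocytes; also added: QL9-loaded Drosophila micro-vesicles; times: binding 1.5 h at 37 °C; measured by: flow cytometry, PE anti-B7-1 (FL2) versus Alexa647 anti-CD8 (FL8), PFA-fixed; control set: Peptide-free naked vesicles (low) and QL9 vesicles with 0.7% DMSO vehicle (high)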
TNAP activators = human TNAP enzyme activators, primary screen, biochemical, luminescent, no phosphate acceptor, uHTS (AID 1001); hit rate 0.03% among 200,000; purified TNAP, luminescent activation assay, no phosphate acceptor; higher activation fold means a stronger effect; activation fold at 20 µM; hits with a dose series show EC50 in µM; in the data active = activation fold from about 3, or a potency from the dose series; inactive = the rest, 99 in 100 with activation fold below about 1.6; also: many of its hits are not listed in these tables
Myeloid diff 2 = promotes myeloid progenitor differentiation; ER-HoxA9 myeloid progenitors, lysozyme-GFP differentiation, flow cytometry; calls only at 10 µM; hit rate 1% among 360,000; AID 624256;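 active = normalized GFP-positive differentiation at or above the plate's own cutoff, the solvent-only control mean plus 3 SD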;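 also: cells exposed to compound for four days before flow analysis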
NTR1 ag = agonists of NTR1, primary screen, imaging, U2OS cells, beta-arrestin-GFP, high content (AID 493036). activation, % at 20 µM. P30989. hit rate 0.17% among 330,000. NTR1-U2OS beta-arrestin-GFP spot imaging, agonist mode;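 active = activation at or above 40% of the spot to cytoplasm intensity ratio, with at least 20 cells analyzed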;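 also: 0% = DMSO without peptide and 100% = 100 nM NTR1 peptide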
Target sequence (P30989 whole entry, looked up): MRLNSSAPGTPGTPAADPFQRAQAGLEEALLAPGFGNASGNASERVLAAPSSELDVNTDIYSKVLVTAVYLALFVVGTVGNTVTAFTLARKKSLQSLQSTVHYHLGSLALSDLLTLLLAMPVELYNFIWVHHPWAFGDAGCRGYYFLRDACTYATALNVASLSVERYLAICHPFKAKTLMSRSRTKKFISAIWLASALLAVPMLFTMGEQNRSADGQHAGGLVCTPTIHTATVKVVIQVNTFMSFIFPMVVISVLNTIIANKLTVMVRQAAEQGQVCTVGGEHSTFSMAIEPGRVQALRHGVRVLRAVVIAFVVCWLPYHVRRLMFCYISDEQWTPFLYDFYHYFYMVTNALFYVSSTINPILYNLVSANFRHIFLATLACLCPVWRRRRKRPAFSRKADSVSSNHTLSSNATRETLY
PhoP inhibition = inhibitors of PhoP regulon expression, primary screen, Salmonella Typhimurium, GFP reporter (AID 1863); S. Typhimurium PhoP-regulated promoter GFP reporter, 4 h; higher % means a stronger effect; inhibition, % at 50 µM, or IC50 in µM where a hit was titrated; hit rate 0.16% among 300,000;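 active = inhibition over 29.93%, a cutoff 3 SD above the screen mean, later confirmed by dose response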;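 also: 0% = low Mg2+ inducing control and 100% = high Mg2+ repressing control; strong numbers were not always called active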
UTI89 phage lysis = protection from phage-mediated lysis, alamar blue read-out – E. coli UTI89, K1F phage, bacterial capsule biogenesis inhibitors (AID 488966) | hit rate 0.02% among 340,000 | E. coli UTI89 K1F phage lysis, alamar blue, 2 h; higher % means a stronger effect | inhibition, % at 100 µM; hits with a dose series show IC50 in µM;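 active = phage lysis inhibition, versus mean bacterial control, above a set limit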;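 also: capsule biogenesis inhibitors block K1F phage lysis so surviving cells raise fluorescence; higher fluorescence means more inhibition of phage lysis; actives were called in the ten point dose series up to 300 µM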
T cell modulator vesicle-bound % = also measured in T cell modulator; calls as there; double positive events, %; measured here: CD8+ vesicle-bound cell fraction;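 binding gate set so that unloaded-vesicle control wells show 10% double positive cells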
NTR1 ag cell count 20 µM = also measured in NTR1 ag; calls as there; cell count; measured here: cell count, cytotoxicity flag
Myeloid diff 2 GFP+ MAC1+ % = also measured in Myeloid diff 2; calls as there; GFP+ MAC1+ double positive, %; measured here: differentiation confirmed by MAC1 staining
* marks the source's active call; other numbers are inactive results; i = inactive; · = not tested or not shown; [ ] = another dose, or the depositor's remark.

SMILES	MgcRacGAP inhibition	RSV CPE inhibition	Large T inhibition	T cell modulator	T cell modulator vesicle-bound %	TNAP activators	Myeloid diff 2	Myeloid diff 2 GFP+ MAC1+ %	NTR1 ag	NTR1 ag cell count 20 µM	PhoP inhibition	UTI89 phage lysis
COc1cc2c(cc1OC)CN(C(=O)c1cc(S(=O)(=O)N3CCCCC3)ccc1Cl)CC2	2.9%	3.6%	6.1%	i	10.3	·	i	1.4	1.4	40	9.2%	-1.9%[50 µM]
Cc1ccc(N2C(=O)c3cccc(Oc4ccc(Cl)cc4)c3C2=O)c(C)c1	9.2%	7.2%	-21.2%	i	43.3	1.2	i	0.2	4.8	82	11.0%	0.2%
CCOC(=O)CSc1nnc(CNc2ccc(Cl)cc2)n1-c1ccccc1	3.8%	2.0%	-1.4%	i	30.8	1	i	3.3	1.5	50	1.7%	-3.2%
COc1cccc(CNC(=O)CSc2ccc(-c3ccco3)nn2)c1	9.0%	-0.9%	10.6%	i	40.7	1.1	i	0.3	2.4	51	1.7%	0.6%
CCOC(=O)c1cnn(-c2ccccc2)c1NC(=O)CSc1nnc(-c2cccs2)n1CC	12.7%	-1.5%	0.0%	i	27.1	1.1	i	0.7	-0.5	51	5.9%	0.5%
CC(C)(C)c1ccc(SCC(N)=O)cc1	0.4%	0.7%	0.0%	i	29.9	1.1	i	0.6	-0.7	62	9.3%	4.0%
Cc1ccc(S(=O)(=O)NCCc2nc3ccccc3[nH]2)cc1	4.8%	2.1%	-1.5%	i	34.5	·	i	1.0	1.1	41	12.8%	-0.3%
CC(C)CC(NC(=O)c1ccc(Cl)cc1)C(=O)O (stereo not given)	5.6%	3.2%	9.8%	i	33.8	1	i	1.3	-0.2	73	1.8%	0.2%
Cn1ncc(Br)c1C(=O)NC1CCCCC1	2.8%	1.9%	10.8%	i	23.9	·	i	0.6	1.6	40	-1.0%	0.0%
O=C(CCNC(=O)c1ccc([N+](=O)[O-])cc1)Nc1nc2ccccc2[nH]1	7.1%	·	·	·	·	·	i	0.8	-0.6	60	·	0.7%[50 µM]
CCOC(=O)c1cc2c(ccn2C)n1CC(=O)N1CCC(C)CC1	8.2%	0.6%	21.8%	i	56.2	1.1	i	1.2	-0.7	89	-15.0%	0.1%
CCCCc1ccc(NC(=O)C2CCCC2)cc1	-0.7%	8.8%	4.0%	i	15.3	·	i	0.1	1.5	39	·	-0.5%
NC(Cc1ccc(OC(F)F)cc1)C(=O)O (stereo not given)	-3.8%	0.3%	8.3%	i	23.0	·	i	0.0	-0.4	55	-1.1%	-0.1%
N#Cc1c2ccc(OCC(=O)NCc3ccco3)cc2n2ccccc12	8.7%	1.0%	2.0%	i	59.3	·	i	1.3	0.2	60	20.4%	0.2%
O=C(CN1CCN(S(=O)(=O)c2ccccc2F)CC1)NC1CCCC1	6.5%	-1.0%	·	i	60.0	1.1	i	0.2	-0.5	37	·	1.6%
CCCCN1C2CCCC1CC(NC(=O)c1ccc(OC)c(OC)c1)C2 (stereo not given)	8.6%	1.0%	11.2%	i	19.1	1.1	i	0.8	1.8	93	4.5%	0.2%
CCOc1ccccc1CN1CCNC(=O)C1CC(=O)NC1CCCCCCC1 (stereo not given)	4.2%	4.7%	22.0%	i	19.8	·	i	3.7	0.0	48	-6.7%	-1.4%[50 µM]
O=C(c1ccc(Cn2c(=S)[nH]c3ccccc3c2=O)cc1)N1CCN(c2ccccn2)CC1	9.6%	7.4%	10.6%	i	48.2	1	i	0.3	4.3	55	-8.7%	0.6%
CC(C(=O)NC1CCCc2ccccc21)N1C(=O)C2CCCCC2C1=O (stereo not given)	0.7%	1.1%	·	i	65.8	·	i	0.3	1.4	89	·	0.3%[50 µM]
COc1ccc(S(=O)(=O)N2CCOC23CCN(S(=O)(=O)c2ccc([N+](=O)[O-])cc2)CC3)cc1	-0.7%	7.8%	16.9%	i	60.0	·	i	0.9	1.1	59	0.8%	-0.1%[50 µM]
N#Cc1ccc(CN2CCN(CC(=O)NCCc3ccc(Cl)cc3Cl)CC2)cc1	4.4%	38.6%	28.1%	i	53.1	·	i	0.3	-1.1	48	11.3%	-1.4%
CC(=O)Nc1cccc(NC(=S)Nc2ccc(F)c(Cl)c2)c1	9.4%	13.9%	-1.6%	i	35.6	1	i	0.8	1.9	52	-1.7%	0.7%
Cc1ccc(OS(=O)(=O)c2cn(C)c(=O)n(C)c2=O)cc1C	-1.2%	0.6%	5.0%	i	39.9	1.1	i	0.3	-1.6	61	-4.5%	0.1%
CC1CN(S(=O)(=O)c2cccc(C(=O)Nc3ccccc3N3CCOCC3)c2)CC(C)O1 (stereo not given)	3.5%	·	·	·	·	·	i	0.6	-0.6	49	·	3.2%[50 µM]
O=C(Cc1coc2cc3c(cc12)CCC3)NC1CCCCCCC1	6.0%	10.8%	17.6%	i	60.2	1.1	i	2.3	5.9	78	-0.1%	2.1%[50 µM]
COc1cc(C(=O)Nc2ccc(NC(=O)C3CCCCC3)nc2)cc(OC)c1OC	-9.6%	·	·	·	·	·	i	1.2	-1.4	54	·	0.0%
O=[N+]([O-])c1ccccc1/C=N/N1CCN(c2ccccn2)CC1	8.8%	8.2%	10.1%	i	13.9	1.1	i	1.1	-0.7	82	-1.3%	0.3%
Clc1cccc(Cl)c1CSc1nnc(/C=C/c2ccccc2)o1	9.2%	6.6%	-1.2%	i	32.1	0.9	i	1.9	3.2	40	7.0%	0.5%
COc1ccccc1C(=O)OCCCN=C1NS(=O)(=O)c2ccccc21	2.7%	3.4%	1.5%	i	32.1	1	i	0.3	-0.5	93	1.1%	-3.2%
Cc1cc(C)cc(NC(=O)CSc2cc(C(=O)c3nccn3C)c3ccccc3n2)c1	4.0%	2.4%	-0.3%	i	24.0	0.9	i	0.2	0.3	43	4.0%	-0.8%
O=C1Nc2ccc(Cl)cc2C12OCCCO2	12.0%	0.3%	16.1%	i	58.5	·	i	0.7	-0.6	62	-2.4%	0.2%
CCOc1cc(N2CCOCC2)c(OCC)cc1NC1=NCCCCC1	9.9%	0.1%	9.4%	i	31.6	1.2	i	0.6	0.1	51	-1.6%	0.6%
CC1=C(C(=O)Nc2ccccc2)C(c2cccs2)NC(=O)N1 (stereo not given)	5.2%	1.9%	6.3%	i	45.3	1.1	i	0.4	0.2	35	1.6%	-0.2%
COc1ccccc1CNC(=O)CCCc1ccccc1	3.4%	0.6%	4.2%	i	29.9	1.2	i	0.4	0.9	54	4.0%	6.8%
CCCCC(=O)Nc1cc(NC(=O)CC)ccc1Cl	5.6%	1.3%	12.4%	i	54.8	1	i	0.9	-0.5	47	0.1%	10.0%
Cc1ccc(NC(=O)CCNC(=O)c2ccc(Cl)cc2)cc1C	3.6%	0.6%	8.7%	i	14.1	·	i	0.7	0.7	76	8.0%	1.0%
CCO/C=N/c1c(C#N)c(CC#N)nn1-c1ccccc1	7.9%	1.4%	-29.2%	i	50.2	1.1	i	2.0	-0.2	76	-6.4%	0.1%
CN(C)S(=O)(=O)c1ccc(Cl)c(NC(=O)COC(=O)CNC(=O)c2ccco2)c1	1.3%	1.5%	13.5%	i	33.3	1.1	i	0.4	0.1	52	-2.6%	0.7%
CC1CC(C)CN(C(=O)Cn2nnc(-c3ccc(Br)cc3)n2)C1 (stereo not given)	4.8%	0.7%	-2.1%	i	12.9	·	i	0.9	-0.5	62	9.0%	0.4%
O=S(=O)(Nc1cccc(-n2cnnn2)c1)c1ccccc1C(F)(F)F	17.2%	2.4%	2.2%	i	38.4	·	i	1.0	2.2	49	-5.8%	0.1%
Cn1nnc(NC(=O)c2cccs2)n1	3.1%	-0.2%	-0.7%	i	27.6	1.1	i	0.8	1.6	52	0.9%	0.2%
Cc1ccc(CNC(=O)CC(NC(=O)c2ccccc2)c2ccccc2)cc1 (stereo not given)	3.0%	-0.2%	·	i	49.6	·	i	0.8	-1.3	81	·	0.8%[50 µM]
COc1ccc2oc(C(=O)OCC(=O)N3CCN(C(C)=O)CC3)c(C)c2c1	5.9%	-1.4%	15.4%	i	28.7	·	i	0.4	-1.2	76	-12.2%	-0.2%[50 µM]
O=C(OC(C(=O)NCc1ccc2c(c1)OCO2)c1ccccc1F)c1ccco1 (stereo not given)	8.9%	1.7%	3.5%	i	12.7	1.1	i	0.7	-0.9	87	-7.8%	-0.1%
O=C(CN1CCC(NC(=O)Nc2ccccc2)CC1)Nc1ccc([N+](=O)[O-])cc1	2.8%	16.1%	11.1%	i	29.6	·	i	0.9	0.3	43	17.6%	-0.1%

Gathered by group: those above containing bromine.
SMILES	MgcRacGAP inhibition	RSV CPE inhibition	Large T inhibition	T cell modulator	T cell modulator vesicle-bound %	TNAP activators	Myeloid diff 2	Myeloid diff 2 GFP+ MAC1+ %	NTR1 ag	NTR1 ag cell count 20 µM	PhoP inhibition	UTI89 phage lysis
Cn1ncc(Br)c1C(=O)NC1CCCCC1	2.8%	1.9%	10.8%	i	23.9	·	i	0.6	1.6	40	-1.0%	0.0%
CC1CC(C)CN(C(=O)Cn2nnc(-c3ccc(Br)cc3)n2)C1 (stereo not given)	4.8%	0.7%	-2.1%	i	12.9	·	i	0.9	-0.5	62	9.0%	0.4%

Additional records:
SMILES	MgcRacGAP inhibition	RSV CPE inhibition	Large T inhibition	T cell modulator	T cell modulator vesicle-bound %	TNAP activators	Myeloid diff 2	Myeloid diff 2 GFP+ MAC1+ %	NTR1 ag	NTR1 ag cell count 20 µM	PhoP inhibition	UTI89 phage lysis
CCN1CCN(c2ccc(S(=O)(=O)N3CCOCC3)cc2NC(=O)COc2ccc(F)cc2Cl)CC1	9.2%	4.6%	-4.0%	i	49.7	·	i	1.6	1.2	56	5.6%	0.4%
CCOC(=O)c1c(C)nn(-c2ccc(NC(=O)CSCC(=O)O)cc2)c1C	-3.6%	0.9%	5.3%	i	33.8	·	i	0.8	0.4	49	0.7%	-0.8%
Cc1ccc(OCC(=O)NNC(=O)Nc2ccc(Cl)cc2)c(Br)c1	12.5%	0.7%	4.6%	i	45.4	·	i	0.3	-0.7	47	·	0.4%
O=C(Nc1ccnn1C1CCN(C(=O)c2ccc(Cl)c(F)c2)CC1)C1CCOC1 (stereo not given)	7.6%	1.3%	16.8%	i	65.0	·	i	1.6	0.0	63	-4.5%	0.6%
Cc1cccc(OCC(=O)O/N=C(\N)Cc2ccc(Cl)cc2)c1	6.7%	1.4%	1.1%	i	43.8	1.1	i	0.7	1.4	49	14.8%	0.5%
CCOc1ccc(NS(=O)(=O)c2ccc3[nH]c(=O)oc3c2)cc1	-1.0%	2.5%	1.6%	i	30.1	1.1	i	1.4	5.2	49	11.9%	-0.1%
